Compound activity from PubChem.
KDM5B inhibitor – blocks human KDM5B histone demethylase activity. KDM5B demethylase, FDH-coupled NADH fluorescence (FDH is formaldehyde dehydrogenase). Potency, µM (series often up to 57.7 µM), for inactives: top-dose activity change, negative = inhibition, hits mostly inhibitors. Q9UGL1. AID 1347165. actives 2.6% (n = 220,000); active = well fitted inhibition curve with a large enough effect; inconclusive = small, poorly fitted or top-dose-only effect; inactive = no such curve, though single readings can be large or run the other way; note: 0% is about no effect; nearly all actives have a fitted effect of over 70% in size
Target sequence (Q9UGL1 whole entry, looked up): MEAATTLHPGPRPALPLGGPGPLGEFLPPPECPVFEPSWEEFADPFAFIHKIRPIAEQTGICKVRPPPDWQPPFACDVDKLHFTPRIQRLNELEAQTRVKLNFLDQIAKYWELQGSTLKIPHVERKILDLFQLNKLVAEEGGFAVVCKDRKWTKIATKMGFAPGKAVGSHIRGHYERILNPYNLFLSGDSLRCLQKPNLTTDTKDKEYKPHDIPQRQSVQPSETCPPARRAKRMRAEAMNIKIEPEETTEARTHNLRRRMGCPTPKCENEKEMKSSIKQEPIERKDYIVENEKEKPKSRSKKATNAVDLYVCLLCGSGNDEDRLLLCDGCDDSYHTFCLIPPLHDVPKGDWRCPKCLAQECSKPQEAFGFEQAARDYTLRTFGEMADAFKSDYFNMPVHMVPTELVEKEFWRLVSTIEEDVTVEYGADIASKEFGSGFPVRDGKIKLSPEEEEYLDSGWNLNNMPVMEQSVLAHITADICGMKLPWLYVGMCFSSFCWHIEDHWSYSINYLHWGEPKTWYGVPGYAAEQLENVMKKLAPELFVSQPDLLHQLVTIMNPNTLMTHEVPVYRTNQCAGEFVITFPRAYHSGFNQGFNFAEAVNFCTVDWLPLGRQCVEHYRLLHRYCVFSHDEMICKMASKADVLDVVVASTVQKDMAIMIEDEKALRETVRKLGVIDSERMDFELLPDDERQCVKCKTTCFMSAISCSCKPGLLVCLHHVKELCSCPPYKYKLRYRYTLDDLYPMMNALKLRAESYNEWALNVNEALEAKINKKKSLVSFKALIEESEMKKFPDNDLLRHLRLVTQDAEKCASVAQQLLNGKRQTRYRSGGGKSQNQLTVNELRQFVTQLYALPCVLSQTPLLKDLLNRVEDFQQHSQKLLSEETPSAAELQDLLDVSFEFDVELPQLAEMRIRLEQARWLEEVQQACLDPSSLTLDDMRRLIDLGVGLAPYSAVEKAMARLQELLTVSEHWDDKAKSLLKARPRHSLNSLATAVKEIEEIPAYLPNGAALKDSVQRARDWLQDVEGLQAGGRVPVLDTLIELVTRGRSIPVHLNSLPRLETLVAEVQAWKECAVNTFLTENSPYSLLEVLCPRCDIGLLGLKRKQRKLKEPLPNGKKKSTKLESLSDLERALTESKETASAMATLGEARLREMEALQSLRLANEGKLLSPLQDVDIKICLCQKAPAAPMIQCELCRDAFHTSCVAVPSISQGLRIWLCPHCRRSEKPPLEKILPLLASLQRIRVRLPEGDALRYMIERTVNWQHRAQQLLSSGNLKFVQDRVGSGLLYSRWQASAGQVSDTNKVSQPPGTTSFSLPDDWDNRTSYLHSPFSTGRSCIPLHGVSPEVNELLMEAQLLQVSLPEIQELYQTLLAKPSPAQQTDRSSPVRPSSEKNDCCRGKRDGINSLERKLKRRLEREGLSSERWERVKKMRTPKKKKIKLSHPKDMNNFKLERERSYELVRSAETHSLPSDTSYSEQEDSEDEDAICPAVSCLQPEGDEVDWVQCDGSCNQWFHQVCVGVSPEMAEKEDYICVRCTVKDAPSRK
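Here, H3K4me3 peptide (12.5 µM in substrate mix) is demethylated by KDM5BΔAP, 200 nM final, after 10 min compound exposure. Formaldehyde product is coupled through FDH (0.25 U/mL in mix) to NADH fluorescence; 30-min ΔRFU feeds dose-response curves.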
* = called active by the depositor; ? = inconclusive; & = joins results of further samples; [ ] = another dose, or the depositor's remark. Potency is the fitted concentration of half-maximal effect. Some of the compounds tested (hit frequency here may not be typical).

SMILES	KDM5B inhibitor
O=C(NCCCc1ccccc1)C1CCN(C(=O)c2ncn3c2COC(c2ccc(F)cc2)C3)CC1 (stereo unspecified)	-6.6%
c1ccc(-n2nnnc2CSc2nnc(N3CCOCC3)n2-c2ccccc2)cc1	19.1%
COCc1cc(C[C@@H]2CC[C@H](O)[C@@H](CNCc3ccccc3Cl)O2)no1	25.6%[86.2 µM]
CCCCCOC(=O)c1ccc(Nc2nc(C(=O)OCC)nc3ccccc23)cc1	14.9%&-9.9%
CCOC(=O)c1ccc(NC(=O)CCn2ccc(C)n2)cc1	1.1%
COc1cc(C(=O)N2CCN(c3nccs3)CC2)cc(Cl)c1OC	3.8%
Cc1noc(C)c1CC(=O)N1C[C@@H](COc2ccccc2)[C@H](C(N)=O)C1	23.2%
COC(=O)CSc1nc2sc3c(c2c(=O)n1-c1ccccc1)C(C)CCC3 (stereo unspecified)	?
COc1ccc(-c2[nH]nc3c2C(c2ccc(F)cc2)C2=C(CC(C)(C)CC2=O)N3)cc1 (stereo unspecified)	?
O=C(C[C@@H]1CCNC[C@@H]1Cc1cc(-c2ccccc2)on1)NC1CCCCC1	-30.6%[86.2 µM]
CCN(c1ccc(NS(=O)(=O)c2ccc(C)c(C)c2)cc1)C(C)C	-29.1%
CC12C(=O)N(c3ccccc3)C(=O)C1C(c1ccccc1)N1CCCN12 (stereo unspecified)	-5.2%
COc1ccc2c(c1)CC(C(=O)Nc1ccc(Br)c(C)c1)CO2 (stereo unspecified)	7.6%
O=C(NCCc1ccccc1)c1cc2n(n1)CC(c1ccc3c(c1)OCO3)OC2 (stereo unspecified)	?
N#C/C(=C/c1ccccc1)c1nc2ccccc2[nH]1	-9.9%
Cc1noc(C2CC3(CCN(C(=O)c4cccs4)CC3)CN2C)n1 (stereo unspecified)	-7.7%
Cc1ccccc1NS(=O)(=O)c1c(C)nn(C)c1C	-3.4%
COc1ccc(C(=O)N2CCC3(CC2)OCC(C(=O)N2CCCC2)N3C(=O)c2ccc(F)cc2)cc1 (stereo unspecified)	-28.0%
CCC(C(=O)Nc1ccc(C(C)=O)cc1)n1c(C)c2cnn(-c3ccccc3)c(=O)c2c1C (stereo unspecified)	-17.9%
CC(=O)c1cn(CC(=O)N2CCCCCC2)c2ccccc12	4.2%
Clc1ccccc1-c1nnc(-c2ccccc2CNc2ccccc2)o1	-2.6%
COc1ccc(CNc2ncnc3c2CN(C2CCNCC2)C(=O)CN3C)cc1	?
COc1ccccc1CCC(=O)N1[C@@H]2CC[C@H]1CC(NC(=O)c1ccc(F)cc1)C2 (stereo partly specified)	-8.6%
CC(C)CCC(C)NC(=O)CCCNC(N)=O (stereo unspecified)	22.6%
Cc1ccc(-n2nc(CO)c(C(=O)NCc3cccnc3)n2)cc1	?
(listing goes on)
SMILES	KDM5B inhibitor
COc1ccc(NC2=CC(=O)CC(c3ccccc3)C2)c(OC)c1 (stereo unspecified)	-10.8%
COc1ccc(CCNC(=O)C2CCC(CNS(=O)(=O)c3ccc(C)cc3)CC2)cc1OC (stereo unspecified)	0.4%
CC(C)C[C@@H]1N[C@H](C(=O)N2CCN(C)CC2)Cc2cn(Cc3cccnc3)c3cccc1c23	-14.2%
COc1cccc(NC(=O)CN2C(=O)CSc3ccc(S(=O)(=O)N4CCCC4)cc32)c1	-47.0%
CCC(C)NC(=O)CSc1nc2c(sc3ccccc32)c(=O)n1CCc1ccc(OC)c(OC)c1 (stereo unspecified)	-11.8%
CCN1C(=O)CCN(C(=O)NC(C)C)CC12CCOCC2	18.1%
COC(=O)C1=CN(CC(=O)NC(C)CCc2ccccc2)S(=O)(=O)N=C1C (stereo unspecified)	-15.9%
CC(C)[Si](C#CCN1CCCCC1)(C#CCN1CCCCC1)c1ccccc1	-5.5%
COc1ccc(-c2nnc(SCc3nc4ccccc4c(=O)[nH]3)o2)cc1	33.2%
CN(C(=O)Cc1cccc2ccccc12)c1nc2ccccc2o1	11.0%
CCOc1cccc2cc(-c3nc4ccc(C(=O)O)cc4[nH]3)c(=O)oc12	?
Cc1cc(CNC(=O)c2cc(C(C)C)n3ncnc3n2)c2[nH]c(C)c(C)c2c1	?
CCCc1nn2c(=O)cc(COC(=O)c3ccc(NC(=O)CCc4ccccc4)cc3)nc2s1	-24.7%
COc1ccc(OC)c(NC(=O)CC2CCCN(c3cn[nH]c(=O)c3)C2)c1 (stereo unspecified)	-13.6%
CCOC(=O)c1noc2nc(C)n(CC(=O)Nc3cc(C)ccc3OC)c(=O)c12	12.7%
CSCC[C@@H](C(=O)Nc1cccc(F)c1)N1Cc2ccccc2C1=O	-13.3%
O=C(COC(=O)c1ccc(NS(=O)(=O)c2cccs2)cc1O)NC1CCCCC1	12.9%
Cc1ccc(C)c(N2CCN(C(=O)c3cnn(-c4ccccc4Cl)c3C3CCN(C(=O)OC(C)(C)C)CC3)CC2)c1	-19.7%
COCCNC(=S)N1CCN(C)CC1	?
O=C(COc1ccc(Cl)cc1)Nc1ccc(CN2CCOCC2)cc1	-0.5%
CN1CCN(C(=O)Cn2c(-c3cccs3)cc3ccccc32)CC1	?
Cc1cc(C)cc(Oc2coc3c(CN4CCN(C)CC4)c(O)ccc3c2=O)c1	?
CCN(C(C)=O)C1CCN(Cc2nc(-c3cccc(Cl)c3)oc2C)C1 (stereo unspecified)	-36.9%
CN(C)C=Nc1ccccc1I	-17.6%
C[C@H]1CCCN1C(=O)c1nnc(COc2ccccc2F)n1-c1ccccc1	-41.1%[86.2 µM]
Continuation:
SMILES	KDM5B inhibitor
CCN(CC)C(=O)c1sc2c(c1C)c(=O)n(-c1ccc(Cl)c(Cl)c1)c(=O)n2Cc1ccccc1C#N	-13.6%
O=C(Nc1ccccc1)C1=C(c2ccccc2)SCCO1	-0.5%
CNC(=O)c1cc(-c2ccc(N3CCOCC3)cc2)cc2c1OCCN2Cc1cccnc1	-18.5%
O=C(O)C1CCc2nnc(C3CCCN(C(=O)Cc4ccccc4)C3)n21 (stereo unspecified)	1.4%[115 µM]
CCOc1cc(/C=C(/C#N)c2nc3ccccc3[nH]2)ccc1OC	?
CNC(=O)[C@@H]1CN(C(=O)CCc2cccc(OC)c2)C[C@H]1c1nc(C)no1	3.4%
CCOC(=O)COc1ccc(/C=C(/C#N)c2nc3ccc(C)cc3[nH]2)cc1OCC	-1.0%
Cc1[nH]c2ccc(C(=O)NCCN3CCN(C)CC3)cc2c1C	-2.2%
CCOc1ccccc1N(C)C(=O)c1sc2nc3n(c(=O)c2c1C)CCCC3	?
O=C(CN1C(=O)C(c2ccccc2)=NC12CCCC2)NC1CCCCC1	-20.1%
COc1ccc(C(=O)N2C[C@@H](Oc3ccccc3)C[C@H]2C(=O)N2CCOCC2)cc1	5.2%
CC(=O)NC(NC(=S)Nc1ccc(C)cc1)C(Cl)(Cl)Cl (stereo unspecified)	16.8%
CCOC(=O)Cn1c(COc2ccccc2OC)[n+](C)c2ccccc21	32.7%
CCCc1noc(-c2cn(C3CCN(C(=O)c4cccc(C#N)c4)CC3)nn2)n1	19.4%
CCOC(=O)Cc1nnc(NC(=O)Nc2ccc(Cl)cc2)s1	-0.3%
COc1cc(Cl)c(C)cc1NC(=O)c1ccc2c(SCC(=O)O)c3c(nc2c1)CCCC3	21.4%
CC1CCN(CCCNCc2ccccc2)CC1	22.1%
Cc1cc(C(=O)CSc2ccccc2)cc(C)c1O	6.9%
CCOc1cccc(C(=O)Nc2cccc(C(F)(F)C(F)(F)OC(F)(F)C(F)(F)C(F)(F)OC(F)(F)F)c2)c1	-10.0%
COc1ccc(-c2cc3ncc(C(=O)c4cc(Br)ccc4O)cn3n2)cc1	-21.6%
CC(C)CCN1CCC2(CC1)CNc1ccccc1[S+](=O)([O-])N2	-7.0%
Cc1ccc(NC(=O)N2CCC3(CC2)OCCO3)cc1C	9.7%
Cc1cc(C(=O)NCC2CC2)c2c(C3CCNCC3)noc2n1	-14.6%[149 µM]
CCN1CCN(C(=O)CN(c2cccc(C(F)(F)F)c2)S(C)(=O)=O)CC1	-5.9%
CCn1nc(C)c(CNCc2cn[nH]c2-c2cc3ccccc3o2)c1C	0.1%
Other compounds.
SMILES	KDM5B inhibitor
COC(=O)c1ccc(C(=O)OC)c(NC(=O)COC(=O)CC2Sc3ccccc3NC2=O)c1 (stereo unspecified)	-12.1%
CNc1c(NC(=O)Nc2cccc(Cl)c2)c(=O)oc2ccccc12	9.0%
CCOCCNc1ncnc2c1CN(C1CCCNC1)C(=O)CN2C (stereo unspecified)	?
O=C(CNc1cc(S(=O)(=O)N2CCCCC2)ccc1N1CCCCC1)Nc1ccc(F)cc1	19.4%
Cc1cc(C)cc(NC(=O)C2CC(=O)NC(=NCc3ccccc3)N2)c1 (stereo unspecified)	-0.8%
CCOC(=O)c1cc(-c2ccccc2)nc2c(C)cc(C)cc12	-11.4%
CN1CCN(Cc2ccc(Nc3cnc4ccc(-n5ccnc5)nn34)cc2)CC1	-4.9%[86.2 µM]
Cc1ccccc1COc1ccccc1C(=O)OCc1ccc(-c2ccccc2)cc1	-14.6%
COc1cc(/C=C/C2=Nc3ccccc3SC(C)(C)C2)ccc1O	-29.5%
COCCO[C@H]1C(=O)N(C2CCN(S(C)(=O)=O)CC2)[C@H]1c1ccncc1	-18.1%
CCNc1c(NC(=O)NCc2cccc(OC)c2)c(=O)oc2ccccc12	-5.0%
COc1cc([N+](=O)[O-])ccc1NC(=O)N1CCC2(CC1)Nc1cc(F)ccc1-n1cccc12	-5.2%
CC(=O)c1cc2c(cc1N/C(=N/S(=O)(=O)c1ccc(C)cc1)c1ccccc1)OCO2	?
CCOc1ccc(NC(=O)CSc2cn(CC(=O)N3CCCCCC3)c3ccccc23)cc1	-10.1%
COc1ccc2[nH]c3c(c2c1)CCNC31CCN(C(=O)Cc2ccccc2)CC1	?
Fc1ccc(-c2noc3ncnc(NCc4cccc(Cl)c4)c23)cc1	-6.4%
Cc1cccc(N(CC(=O)Nc2ccccc2C(=O)NCC2CCCO2)S(C)(=O)=O)c1C (stereo unspecified)	-6.6%
CC(C)=CCC/C(C)=C/C=N/NC(=O)Nc1ccccc1	?
Nc1nc(-c2cc3c4c(c2)CC(=O)N4CCC3)cs1	-16.1%
O=C(NNC(=O)C1CCC1)c1ccccc1	26.8%
COCCNc1cc(-c2ccnc(SC)n2)c2cc[nH]c2n1	?
CCN(CC)C(=O)Cn1c(=O)n(-c2ccccc2)c(=O)c2c3c(sc21)CCC3	-6.1%
Cc1ccc(OCC(=O)N(Cc2ccco2)Cc2ccco2)cc1	-12.9%
COc1ccc(-c2cc(C(F)(F)F)nc(NCCc3ccccc3)n2)cc1	?
CC(=O)Nc1cc(C)c(O)c(-c2nc3cc(C)ccc3o2)c1	0.4%

Among those listed so far, 5 contain a cyano group:
SMILES	KDM5B inhibitor
N#C/C(=C/c1ccccc1)c1nc2ccccc2[nH]1	-9.9%
CCN(CC)C(=O)c1sc2c(c1C)c(=O)n(-c1ccc(Cl)c(Cl)c1)c(=O)n2Cc1ccccc1C#N	-13.6%
CCOc1cc(/C=C(/C#N)c2nc3ccccc3[nH]2)ccc1OC	?
CCOC(=O)COc1ccc(/C=C(/C#N)c2nc3ccc(C)cc3[nH]2)cc1OCC	-1.0%
CCCc1noc(-c2cn(C3CCN(C(=O)c4cccc(C#N)c4)CC3)nn2)n1	19.4%

(next part)
SMILES	KDM5B inhibitor
COc1ccccc1N1CCN(C(=O)c2cc3c(-c4ccccc4F)nn(C)c3s2)CC1	?
CC(C(=O)N(C)C)N(c1ccc(Cl)cc1)S(C)(=O)=O (stereo unspecified)	5.7%
COc1ccc(-c2nn(-c3ccccc3C)c(OC(C)=O)c2-c2ccc(NC(C)=O)cc2)cc1OC	28.2µM*
O=C(CCc1c[nH]c2ccccc12)N1CCCC1c1ccccc1 (stereo unspecified)	-4.7%
Cc1ccc2c(c1Br)C(O)(CC(=O)c1ccc(F)cc1)C(=O)N2 (stereo unspecified)	-27.9%
CCOc1ccc(NC(=O)c2sc3nc4c(c(-c5ccc(OC)cc5)c3c2N)C(=O)CC(C)(C)C4)cc1	-10.5%
COc1ccc(C(C)(C)C)cc1NC(=O)CCN1C(=O)NC(C)(C)C1=O	6.4%
CC(=O)CNc1ccc(S(=O)(=O)N/N=C/c2ccccc2)cc1	-14.7%
CCOc1ccccc1NC(=O)Cn1c(=O)n(CC(=O)NCc2ccccc2Cl)c(=O)c2sccc21	4.3%
S=C1NCN(CCc2ccccc2)CN1	13.7%
Cc1nc(NC(=O)c2c(-c3ccccc3)noc2C)sc1C(=O)N(C)C	-26.7%
Cc1ccc(NC(=O)C2CCCC2)cc1C	25.9%
CCCCN(CCCC)C1=C(C(=O)c2ccccc2)N(C)S(=O)(=O)c2ccccc21	?
Cc1cccc(OCC(O)Cn2c(=N)n(CCN3CCCCC3)c3ccccc32)c1 (stereo unspecified)	-0.8%
COc1cccc(CNC(=O)CC(C)CC(=O)O)c1 (stereo unspecified)	-3.9%
Cc1cccc(C(=O)Nc2nnc(S(=O)(=O)N3CCOCC3)s2)c1	17.8%
O=C(c1ccco1)N1CCC(C(=O)N2CCCC2)CC1	23.6%
CC1(C)[C@H](Cc2cc(COc3ccccc3)on2)C[C@@H]1NC(=O)NCc1ccccc1	-23.7%[86.2 µM]
Cc1ccc(C)c(N2CCN(C(=O)c3cc(C)nc4c3c(C)nn4-c3ccccc3)CC2)c1	?

6 structures out of the list, sorted by heavy-atom count, descending.
SMILES	KDM5B inhibitor
CCOc1ccc(NC(=O)c2sc3nc4c(c(-c5ccc(OC)cc5)c3c2N)C(=O)CC(C)(C)C4)cc1	-10.5%
CCCCN(CCCC)C1=C(C(=O)c2ccccc2)N(C)S(=O)(=O)c2ccccc21	?
Cc1nc(NC(=O)c2c(-c3ccccc3)noc2C)sc1C(=O)N(C)C	-26.7%
O=C(CCc1c[nH]c2ccccc12)N1CCCC1c1ccccc1 (stereo unspecified)	-4.7%
Cc1ccc2c(c1Br)C(O)(CC(=O)c1ccc(F)cc1)C(=O)N2 (stereo unspecified)	-27.9%
S=C1NCN(CCc2ccccc2)CN1	13.7%
